hiPSC survival: hiPSC single-cell survival enhancement | 360,000 compounds, 0.044% hits | ATPlite luminescence; 100% = ROCK inhibitor wells, 0% = DMSO | AID 602274 | survival enhancement, % at 20 µM; in the data active = survival enhancement above about 18%;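 note: cells exposed to compounds for 16 hours before the ATP read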
PDI turbidity: inhibitors of human protein disulfide isomerase; PDI insulin aggregation turbidity, A650, 90 min; 350,000 compounds, 0.052% hits; inhibition, % at 10 µM;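 active = mean inhibition across replicates of 30% or more, whatever share of single replicates reach that level; inconclusive = mean inhibition below 30% while every single replicate reaches 30%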;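 note: absorbance from insulin aggregation driven by PDI reduction with DTT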
Target sequence (P07237 whole entry, looked up): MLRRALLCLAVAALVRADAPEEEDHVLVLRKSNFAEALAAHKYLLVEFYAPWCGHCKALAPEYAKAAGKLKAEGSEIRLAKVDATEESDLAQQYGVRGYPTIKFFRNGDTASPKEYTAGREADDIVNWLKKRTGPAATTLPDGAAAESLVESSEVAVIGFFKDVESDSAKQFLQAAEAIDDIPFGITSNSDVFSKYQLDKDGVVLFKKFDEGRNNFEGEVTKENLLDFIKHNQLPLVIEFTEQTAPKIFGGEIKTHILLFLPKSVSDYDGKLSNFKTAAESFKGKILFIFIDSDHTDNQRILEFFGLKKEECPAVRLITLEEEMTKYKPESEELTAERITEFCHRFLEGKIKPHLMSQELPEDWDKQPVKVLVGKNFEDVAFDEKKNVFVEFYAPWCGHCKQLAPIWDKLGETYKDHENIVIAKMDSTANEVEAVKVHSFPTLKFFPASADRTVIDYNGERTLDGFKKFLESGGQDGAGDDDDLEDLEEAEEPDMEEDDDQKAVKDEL
Vif imaging: HIV Vif inhibition; HEK293T cells, Vif self-association by quenched fluorescence, imaging, 24 h; inhibition, % at 7.49 µM; 340,000 compounds, 0.35% hits; in the data active = inhibition above about 50%, passing the limit was not always enough; inconclusive = no clear call, values can overlap the other calls; inactive = below about 31%; note: some results filed as inactive read as strong as hits
aDG glyco up: alpha-DG glycosylation activation; activation, % at 10 µM; 360,000 compounds, 0.22% hits; Pro5-aDG cells, alpha-DG glycosylation AlphaScreen (IIH6); 0% Pro5, 100% B10-LARGE cell signal;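 active = activation of at least 8% versus controls, or a plate z-score of at least 8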;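 note: Pro5 are CHO cells carrying HIG-tagged alpha-DG that lacks glycosylation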
NR2E3 ag-1: activates human NR2E3 receptor; inhibition of corepressor binding, % at 3.98 µM; Q9Y5X4; 360,000 compounds, 0.35% hits; AID 602229; CHO-S Gal4-NCOR/VP16-NR2E3 two-hybrid, luciferase;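 active = inhibition above the mean of all tested compounds plus 3 SD, cut at about 70% in these data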;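 note: 0% = DMSO with NR2E3 transfected cells and 100% = cells lacking NR2E3 construct; higher means lower luciferase signal from less NR2E3 corepressor binding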
Target sequence (Q9Y5X4 whole entry, looked up, the tested form may be a part): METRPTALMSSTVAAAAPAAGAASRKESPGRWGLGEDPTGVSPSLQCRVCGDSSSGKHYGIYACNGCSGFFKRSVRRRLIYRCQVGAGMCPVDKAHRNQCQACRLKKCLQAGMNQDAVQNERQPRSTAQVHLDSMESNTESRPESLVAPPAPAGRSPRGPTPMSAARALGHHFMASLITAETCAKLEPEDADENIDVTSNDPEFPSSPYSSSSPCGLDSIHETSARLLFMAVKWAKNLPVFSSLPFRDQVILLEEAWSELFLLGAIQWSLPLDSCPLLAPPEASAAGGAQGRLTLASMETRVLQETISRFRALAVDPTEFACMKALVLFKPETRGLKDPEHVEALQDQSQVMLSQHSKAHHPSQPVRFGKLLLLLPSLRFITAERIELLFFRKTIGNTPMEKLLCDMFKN
MITF TRPM1 inh: reduces MITF-dependent TRPM1 promoter luciferase signal; SK-MEL-5 TRPM1 promoter luciferase, 24 h; inhibition, % at 12.5 µM; 330,000 compounds, 0.83% hits; AID 488899;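 active = mean inhibition across replicates of 60% or more, whatever share of single replicates reaches that level; inconclusive = some that reach 60%, reason not given; inactive = mean inhibition across replicates below 60%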; note: values of inactives mirror those of a sister screen read the other way
Peg3 promoter: inhibitors of Peg3 promoter. HeLa PEG-Prom luciferase reporter, luminescence, overnight. inhibition, % at 20 µM. 360,000 compounds, 1.7% hits. AID 588405;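 active = inhibition of at least 50% at 20 µM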
HIF-2a block: HIF-2a inhibition; inhibition, % at 18.8 µM; 360,000 compounds, 0.72% hits; 786-0 RCC cells HIF-2a reporter, luciferase luminescence, overnight; AID 624352;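 active = inhibition of the luminescence signal of 40% or more relative to plate controls, in a single-dose primary screen at 18.75 µM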
CaV13 ICDI inh: Disruptors of the CACNA1D IQ motif to Ca2+-dependent inactivation inhibitor domain association, primary screening, Förster resonance energy transfer in intact living …. HEK cells, CFP/YFP FRET ICDI-IQ, plate reader, 10 min; percent FRET-ratio fall versus neutral wells. inhibition, % at 12.3 µM. 340,000 compounds, 0.098% hits. AID 743397;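 active = mean replicate inhibition of at least 30% and at least 1% of replicates passing that level; inconclusive = only one of the two criteria is met; inactive = neither criterion is met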;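 note: 0% = median of the neutral control wells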
Granule exo inh: blocks lytic granule exocytosis; TALL-104 LAMP-1 surface exposure, flow cytometry; cells stimulated with thapsigargin and PMA; AID 651702; 360,000 compounds, 0.66% hits; inhibition, % at 10 µM;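 active = inhibition above about 55%, limit read from the data; inconclusive = no clear call, values can overlap the other calls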
NR2E3 ag-2: NR2E3 (human) agonism; 320,000 compounds, 0.12% hits; inhibition of corepressor binding, % at 4.78 µM; GST-NR2E3/biotin-RetCOR TR-FRET, 1536-well; AID 2300;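 active = percent inhibition above the cutoff of mean plus 3 SD of all tested compounds, set per screening campaign, cut at about 20% in these data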;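 note: 0% = DMSO wells and 100% = biotin wells as full block of FRET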
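Test system – NR2E3–RetCOR corepressor complex · Quantity – NR2E3 fusion 1.35 nM · Buffer or medium – Tris pH 7.5 · Incubation – Compound–protein incubation for 5 h at 4 °C · Technique – TR-FRET, Eu(K)-anti-GST donor, streptavidin-D2 acceptor, ex 340, em 617/671 nm · Evaluation – percent inhibition of 671/617 nm emission ratio versus biotin and DMSO controls · Plate – 1536-well format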
Numbers without * were called inactive; ? = inconclusive; nt = no result given.

Molecule,hiPSC survival,PDI turbidity,Vif imaging,aDG glyco up,NR2E3 ag-1,MITF TRPM1 inh,Peg3 promoter,HIF-2a block,CaV13 ICDI inh,Granule exo inh,NR2E3 ag-2
Cc1ccc(C)c2[nH]c(=O)c(CN(CC3CCCO3)C(=O)NC3CCCCC3)cc12 (stereo unspecified),-1.6,2.0,12.0,0.4,-17.3,16.3,7.2,24.8,-4.8,-1.7,-2.3
Cc1ccc(N=C2c3ccccc3C(=O)C2[N+](=O)[O-])cc1C (stereo unspecified),-0.3,12.3,-8.8,-0.2,2.5,-3.0,0.8,-29.9,4.4,-0.5,4.0
O=C(N/N=C/c1sc(N2CCOCC2)nc1-c1ccccc1)c1cccc(S(=O)(=O)N2CCOCC2)c1,-0.4,8.2,2.5,-0.3,13.7,65.2*,68.3*,0.2,-10.5,-2.9,6.8
NC(=S)n1[nH]c(-c2ccc([N+](=O)[O-])cc2)c(N=Nc2ccc(O)cc2)c1=O,2.6,-1.6,5.0,-0.6,12.6,4.3,-1.1,-5.3,-5.0,1.0,-2.2
O=C(COC(=O)c1cncc(Br)c1)NC1CC1,0.3,-0.6,6.9,-0.2,6.4,10.5,-6.2,3.2,-3.4,1.3,2.1
CCOC(=O)C1(C)CCN1C(=O)c1ccco1 (stereo unspecified),-1.8,-1.5,-3.4,-0.1,-3.3,nt,17.1,15.8,-9.0,0.3,nt
CC1CCc2c(sc(/N=C/N(C)C)c2C#N)C1 (stereo unspecified),-0.8,-10.9,15.3,0.0,-92.0,-49.0,-252.6,-220.1,2.5,0.0,6.1
O=C(Nc1ccc(C(=O)NCc2ccccc2)cc1)C1=CSCCO1,0.7,-5.7,-4.3,0.4,-78.8,-48.5,-75.0,-96.2,-6.0,-1.7,-1.2
O=C(Nn1cnc2ccccc2c1=O)c1c(F)cccc1F,0.1,3.7,-0.5,-0.1,23.9,7.1,0.3,6.9,-21.1,-6.0,-4.5
Cc1scc(C(=O)NNC(=S)NCC2CCCO2)c1C (stereo unspecified),-2.4,-0.5,8.8,-0.1,-25.4,-8.8,-8.7,-40.5,-5.4,-3.0,2.3
COCCCNC(=S)NNC(=S)Nc1ccc(OC)cc1,-0.1,2.3,nt,0.2,-10.0,-4.1,-12.0,-2.2,-5.4,4.9,2.4
CCCCOC(=O)c1ccc(NC(=O)Nc2ccc(OC)c(OC)c2)cc1,-1.4,13.7,-9.2,0.2,6.8,-6.1,-15.2,-12.4,-7.2,-5.3,-1.0
Cc1ccc(-c2ccc(SCC(=O)c3ccccc3)nn2)cc1,3.2,4.7,10.3,-0.1,-78.6,-40.7,-225.9,-164.4,-8.2,-5.2,-4.9
CC1CN(CCC(=O)Nc2ccc3c(c2)CCC3)CC(C)O1 (stereo unspecified),0.0,-5.0,-5.0,-0.2,-12.7,12.2,0.0,5.9,-3.0,-2.1,0.3
COc1cc(C(=O)Nc2ccc(C(F)(F)F)cc2)ccc1OCC(=O)N1CCOCC1,-0.5,0.5,-4.8,0.1,-10.8,-26.0,-95.3,-84.7,-4.3,-11.1,nt
CC1(C)C2([N+](=O)[O-])CN3CC1([N+](=O)[O-])CN(C2)C3c1ccccc1 (stereo unspecified),-2.3,-6.5,0.2,0.1,-32.5,6.5,1.8,4.5,-9.4,-0.3,1.0
Cc1ccccc1NC(=O)CN1C(=O)NC(C)(c2ccc3c(c2)OCO3)C1=O (stereo unspecified),-1.0,7.2,7.0,-0.1,-20.4,1.6,3.2,10.2,nt,1.6,-2.2
COc1ccc(-n2ccnc2SCC(=O)NCc2ccc(F)cc2)c(OC)c1,-0.1,0.3,13.6,2.2,29.8,4.9,-5.1,10.7,-2.5,1.2,1.8
COc1ccc(CCNC(=O)c2csc3c2CCCC3)cc1,0.1,0.0,-2.6,0.3,-31.4,-3.7,-61.8,-75.1,6.3,-1.3,-0.2
CCC(C(=O)NC1CCCC1)N(C(=O)c1snc(C(N)=O)c1N)c1ccc2c(c1)OCCO2 (stereo unspecified),0.7,-3.8,nt,-0.2,-23.7,-5.3,-18.5,-26.8,-7.8,-1.6,2.8
CCCCn1c(=O)c(CCC(=O)OCC(=O)NC(=O)NCCOC)nc2ccccc21,3.7,-3.0,nt,-0.6,-21.7,-0.4,20.7,20.0,-4.3,-0.6,-1.7
O=C(N/C(=C\c1ccc(Br)cc1)C(=O)N1CCOCC1)c1ccc(Br)o1,0.2,-5.1,?,0.1,-19.4,1.3,0.8,4.9,-3.2,11.5,-0.2
COc1ccc2cc(Br)ccc2c1CC(=O)NCCCN1CCOCC1,0.7,-6.0,1.0,-0.1,9.2,-0.5,13.8,14.7,-4.7,8.1,0.1
Cc1cccc(C)c1NC(=O)CNC(=O)COC(=O)c1ccc(Cl)s1,1.4,10.5,23.8,-0.1,2.0,0.6,6.0,15.3,-4.6,1.3,nt
COc1ccc(OC)c(NC(=O)C2CCN(S(=O)(=O)c3ccc4c(c3)CC(C)N4C(C)=O)CC2)c1 (stereo unspecified),-0.1,16.3,-1.5,0.0,16.4,-4.8,17.0,10.9,-13.2,-0.2,4.1
Cc1ccc(C)c(NS(=O)(=O)c2cc(C(=O)NCc3ccccn3)ccc2Cl)c1,6.8,-5.1,-0.6,-0.2,4.6,21.3,8.4,26.3,-4.6,-0.4,-1.7
Cc1cc(C(=O)NCCc2ccccc2)ccc1[N+](=O)[O-],4.2,-1.7,8.6,-0.1,-87.8,-81.7,-255.7,-318.4,-7.5,-4.6,1.9
Cc1ccccc1N(C(=O)c1csnn1)C(C(=O)NC(C)(C)C)c1cccs1 (stereo unspecified),-1.0,4.2,-20.8,0.3,-4.6,5.9,1.0,17.5,9.2,17.1,0.0
COc1ccc(-c2nc(SC)n(S(=O)(=O)c3ccccc3)n2)cc1,-0.8,-2.9,nt,0.1,-96.9,-50.4,-126.8,-187.1,0.7,-0.6,2.6
O=C(N/N=C/c1ccc(O)cc1)c1nc(-c2ccccc2)n(-c2ccccc2)n1,0.3,4.1,1.5,1.4,-18.8,12.3,0.7,4.1,-3.8,10.5,4.8
O=C(NCc1ccc(/C=N\NC(=O)C(=O)Nc2ccccc2Br)o1)C(=O)Nc1ccccc1,4.5,-6.6,0.2,-0.1,-22.6,5.1,29.3,-15.3,-3.9,-3.7,-0.8
CC(=O)ONC(=Nc1ccccc1)c1nonc1N,-0.3,19.0,1.6,0.2,0.2,-10.4,1.2,6.1,-4.3,-3.9,1.7
CCCN(CCC)C(=O)Cn1c2ccccc2c2nc(=O)cc(C)n21,1.4,nt,nt,0.0,-14.2,27.8,31.7,18.8,-3.0,1.0,1.6
CC(Sc1nnc(-c2ccncc2)n1C)C(=O)NCC(=O)Nc1ccc(F)c(F)c1F (stereo unspecified),-2.4,4.8,0.7,0.1,31.9,nt,6.2,17.2,-12.6,-7.5,nt
O=C1CC(c2cccs2)c2cc3c(cc2N1)OCCO3 (stereo unspecified),0.0,-1.7,12.7,0.1,-22.6,9.2,19.0,-1.8,-8.6,1.2,1.9
CCN(CC)C(=O)c1cccc2nc3ccccc3nc12,0.3,12.5,10.3,0.0,4.3,12.5,8.3,7.6,-5.0,-3.6,-1.4
Cc1c(=O)n(OCc2cccc(F)c2)c2ccccc2[n+]1[O-],-0.3,-3.9,?,-0.1,5.2,8.6,14.2,-5.1,-5.5,0.2,-2.8
COc1ccc(CC(=O)Nc2cc(S(=O)(=O)N3CCCCC3)ccc2C)cc1OC,0.5,0.6,-15.5,3.6,13.4,22.9,16.1,9.5,-3.8,1.2,0.7
CC(=O)N1CCN(CC(=O)Nc2ccc(C)c(S(=O)(=O)N(C)C)c2)CC1,0.4,-0.1,0.9,0.0,7.4,8.9,-9.2,13.7,-2.4,0.0,-0.8
CCN1CC=C2C(C#N)=C(N)C(C#N)(C#N)[C@H](c3cccc(OC)c3OC)[C@H]2C1,-1.7,0.6,2.9,0.2,8.7,-5.5,10.7,-2.6,-6.6,-0.7,-0.2

An excerpt from above in order of the Granule exo inh value, descending:
compound | PDI turbidity | Vif imaging | aDG glyco up | NR2E3 ag-1 | MITF TRPM1 inh | Peg3 promoter | HIF-2a block | CaV13 ICDI inh | Granule exo inh | NR2E3 ag-2
COc1ccc(CC(=O)Nc2cc(S(=O)(=O)N3CCCCC3)ccc2C)cc1OC | 0.6 | -15.5 | 3.6 | 13.4 | 22.9 | 16.1 | 9.5 | -3.8 | 1.2 | 0.7
CC(=O)N1CCN(CC(=O)Nc2ccc(C)c(S(=O)(=O)N(C)C)c2)CC1 | -0.1 | 0.9 | 0.0 | 7.4 | 8.9 | -9.2 | 13.7 | -2.4 | 0.0 | -0.8
CCCCn1c(=O)c(CCC(=O)OCC(=O)NC(=O)NCCOC)nc2ccccc21 | -3.0 | nt | -0.6 | -21.7 | -0.4 | 20.7 | 20.0 | -4.3 | -0.6 | -1.7

(cont.)
Molecule,hiPSC survival,PDI turbidity,Vif imaging,aDG glyco up,NR2E3 ag-1,MITF TRPM1 inh,Peg3 promoter,HIF-2a block,CaV13 ICDI inh,Granule exo inh,NR2E3 ag-2
COc1ccc(CC(=O)N/N=C(\C)c2ccc(Br)s2)cc1,0.2,2.1,-2.7,0.1,-16.0,-5.0,4.0,7.8,-19.7,-7.8,5.2
COc1ccc(C(=O)NCCSCc2ccccc2Cl)cc1OC,1.7,2.2,-4.0,0.0,10.6,-4.7,2.7,-4.5,3.5,3.8,0.6
CCCN(CC(=O)Nc1ccccc1C)C(=O)c1cc2ccccc2oc1=O,8.8,0.8,0.5,0.2,2.2,nt,0.2,15.7,-4.1,2.7,nt
O=C(CC1C(=O)NCCN1Cc1ccccc1)NCCCOc1cccnc1 (stereo unspecified),0.1,6.4,14.2,0.1,-0.4,5.2,-2.9,9.5,-9.4,-5.3,-0.1
CC(=O)Nc1ccc(NC(=O)C(C)OC(=O)c2ccccc2NS(=O)(=O)c2cccs2)cc1 (stereo unspecified),-0.4,0.9,-0.3,0.0,-1.6,-3.7,11.9,1.9,-6.1,7.8,-1.9
COCC(=O)N(C)C1(c2nnnn2CCOC(=O)Nc2ccc(Cl)cc2)CCCCC1,-1.2,?,-0.6,0.2,17.2,2.1,17.3,15.6,2.7,2.5,4.2
COc1ccc(CC(=O)OCC(=O)Nc2ccc3c(c2)OCO3)cc1,-0.8,5.1,-2.3,0.0,8.9,1.0,9.8,-0.5,-8.5,-2.2,-0.8
CN(C)c1oc(COc2ccc(F)cc2)nc1C#N,3.1,-0.7,-2.2,-0.1,-12.8,1.9,-15.9,-21.0,-16.7,-3.0,-3.6
COc1ccccc1CCNC(=O)CCSc1nc(-c2ccco2)cc(C(F)(F)F)n1,-0.9,-2.1,-12.0,0.3,-34.4,-0.7,-0.9,25.1,nt,63.7*,2.9
CCOCCCNC(=O)c1ccc2c(c1)N(Cc1ccccc1)C(=O)CS2=O (stereo unspecified),-0.4,nt,17.3,-0.1,-1.0,7.1,8.1,11.0,-10.3,0.3,2.0
Oc1ccc(/C=N/n2c(COc3ccccc3)n[nH]c2=S)c(O)c1,-0.6,16.0,-1.9,-0.3,8.5,4.1,6.3,23.8,-19.4,5.9,-1.6

Bioassay records (PubChem)
